# GRP78 ERSR act = ER stress response induction in glioma | Potency, µM, for inactives: at the top dose activation, usual class: activators | U87-MG GRP78 promoter luciferase reporter, 16 h | hit rate 0.02% among 420,000; note: potency is the fitted concentration of half-maximal effect; series mostly up to about 76 µM; % of control where 0% means no effect; nearly all actives have a fitted effect of over 35% in size
#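 Stably transfected U87-MG human glioma cells carrying a GRP78-based luminescent sensor were seeded at 1000 cells/well, pin-dosed with compounds and incubated 16 h. Luciferase reagent was then added, and end-point luminescence was read after 10 min at room temperature.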
# D1 agonist = activates the human D1 dopamine receptor; HEK293 T-REx D1 cells, calcium flux, agonist mode; activation, % at 2 µM; AID 504660; hit rate 1% among 360,000; P21728; in the data active = activation above about 30%; note: 0% is about no effect
# Target sequence (P21728 whole entry, looked up): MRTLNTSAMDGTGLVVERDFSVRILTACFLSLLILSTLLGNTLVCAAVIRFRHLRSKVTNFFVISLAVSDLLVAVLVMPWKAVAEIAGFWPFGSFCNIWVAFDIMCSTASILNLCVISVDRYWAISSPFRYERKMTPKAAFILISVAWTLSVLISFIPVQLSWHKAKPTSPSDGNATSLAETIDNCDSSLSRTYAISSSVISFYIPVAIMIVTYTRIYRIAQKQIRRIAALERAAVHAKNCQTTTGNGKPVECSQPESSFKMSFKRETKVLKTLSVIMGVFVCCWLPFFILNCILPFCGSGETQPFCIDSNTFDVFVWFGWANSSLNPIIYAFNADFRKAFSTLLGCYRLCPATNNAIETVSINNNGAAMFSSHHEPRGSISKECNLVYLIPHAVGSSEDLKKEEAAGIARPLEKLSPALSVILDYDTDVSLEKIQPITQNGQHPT
#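 Agonism was scored from calcium flux recorded over 180 s (1 read/s) after pintool compound addition, following a 10-cycle baseline. Cells were inducible force-coupled HEK293 TREx D1, plated overnight at 30 C and loaded with no-wash calcium dye.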
# D2 potentiator = positive allosteric modulators of human D2 dopamine receptor. P14416. HEK293 T-REx D2, calcium flux, EC20 dopamine potentiation. potentiation, % at 10 µM. hit rate 0.34% among 340,000;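 active = potentiation over 3 SD above the plate norm, cut at about 30% in these data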; note: 0% is about no effect
# Target sequence (P14416 whole entry, looked up): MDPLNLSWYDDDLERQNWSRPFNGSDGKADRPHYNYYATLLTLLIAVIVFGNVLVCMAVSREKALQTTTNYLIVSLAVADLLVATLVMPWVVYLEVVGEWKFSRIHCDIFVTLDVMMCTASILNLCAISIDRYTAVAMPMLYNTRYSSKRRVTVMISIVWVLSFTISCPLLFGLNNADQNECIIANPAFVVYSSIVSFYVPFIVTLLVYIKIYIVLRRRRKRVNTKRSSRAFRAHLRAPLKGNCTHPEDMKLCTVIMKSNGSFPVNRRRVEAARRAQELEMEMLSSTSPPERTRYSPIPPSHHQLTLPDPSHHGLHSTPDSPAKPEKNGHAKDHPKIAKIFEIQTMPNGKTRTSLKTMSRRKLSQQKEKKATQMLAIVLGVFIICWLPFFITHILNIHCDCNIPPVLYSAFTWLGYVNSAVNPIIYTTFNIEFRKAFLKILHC
#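 Primary screen. Calcium kinetics in induced HEK293 T-REx D2 cells: compound pre-addition 180 s, EC20 dopamine, 180 s more.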
# RXFP1 ag = RXFP1 (human) receptor agonism; AID 2676; Potency, µM (top dose mostly 57.5 µM), for the others: at the highest dose activation, hits mostly activators; hit rate 0.3% among 370,000; HEK293T-RXFP1 cAMP TR-FRET, 30 min; response scale: percent of porcine relaxin response, buffer zero; note: potency is the fitted concentration of half-maximal effect; % is set by controls: 0 for no effect and ±100 for the full control effect; nearly all actives have a fitted effect of over 60% in size; many of its hits are not listed in these tables
#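 Agonist response is measured as cAMP accumulation in an RXFP1-transfected HEK293T line under PDE4 inhibition. Values are scaled between buffer-only and 29 nM porcine relaxin, and EC50s come from standard Hill equation fits.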
# D1 PAM = potentiators of human D1 dopamine receptor; P21728; HEK293 TREx D1 cells, calcium flux, dopamine EC20 potentiation; potentiation, % at 10 µM; hit rate 0.036% among 360,000; in the data active = potentiation above about 30%; note: 0% is about no effect
# D1 antag = antagonists of human D1 dopamine receptor | HEK293 TREx D1 cells, calcium flux, dopamine EC80; hits give low values | activity change, negative = inhibition, % at 10 µM | hit rate 3.2% among 360,000 | AID 504652; in the data active = activity change below about -30%; note: % is set by controls: 0 for no effect and ±100 for the full control effect
#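 Cells carrying a force-coupled, tetracycline-inducible human D1 receptor report calcium flux. Each well gets a 10 s baseline, compound with 180 s monitoring, then an EC80 dopamine stimulus with a second 180 s kinetic read.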
# Vif-APOBEC3F blk = blocks the Vif interaction with APOBEC3F; HeLa A3F-eYFP + Vif (tagged APOBEC3F with the HIV-1 protein that degrades it), YFP fluorescence increase; AID 602313; hit rate 0.2% among 390,000; Potency, µM (doses to about 46.1 µM), for the others: top-dose activity, negative = active; note: potency is the fitted concentration of half-maximal effect; % of control where 0% means no effect; nearly all actives have a fitted effect of over 65% in size
#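 Fluorescence increase (Ex 488/Em 500-530) after overnight compound treatment at 37 deg C flags inhibition of Vif-driven A3F-eYFP loss in stable HeLa A3F-eYFP/Vif cells seeded overnight beforehand.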
# RXFP1 antag = blocks the human relaxin receptor RXFP1; HEK293-RXFP1, relaxin-stimulated cAMP HTRF, 30 min; hits give low values; activity change, negative = inhibition, % at 57.5 µM; hit rate 0.59% among 350,000;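 active = activity change of -60% or lower, but not beyond a set lower limit; inconclusive = change between -60% and -40%, or beyond the set limit; inactive = change above -40%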; note: % is set by controls: 0 for no effect and ±100 for the full control effect
# Vif-A3G inh = inhibitors of Vif-APOBEC3G interaction | Q9HC16 | HeLa A3G-eYFP + Vif (tagged APOBEC3G with the HIV-1 protein that degrades it), YFP fluorescence, overnight | Potency, µM (doses to about 46.1 µM), for inactives: top-dose activity, negative = active, actives largely listed as inhibitors | hit rate 0.076% among 410,000 | AID 602310;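 note: potency is the fitted concentration of half-maximal effect; % is set by controls: 0 for no effect and ±100 for the full control effect; nearly all actives have a fitted effect of over 60% in size; hits raise eYFP signal because A3G escapes Vif-driven loss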
#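 Read-out is eYFP fluorescence (Ex 488/Em 500-530) from Vif-expressing HeLa A3G-eYFP cells; more signal means A3G escaped Vif-mediated degradation. Cells plated overnight, compound pinned in, incubated overnight at 37 deg C.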
# The depositor's hits bear a star; ? = inconclusive; · = not tested or not shown; [ ] = dose if it differs, or a comment. Unless noted, calls come from the whole dose curve; as a rule, active = well fitted curve in the direction sought with a large enough effect; inconclusive = small, poorly fitted or top-dose-only effect, or another doubt; inactive = no such curve, though single readings can be large; an effect the other way counts as inactive or inconclusive. An excerpt; rates above refer to the full screens.
SMILES,GRP78 ERSR act,D1 agonist,D2 potentiator,RXFP1 ag,D1 PAM,D1 antag,Vif-APOBEC3F blk,RXFP1 antag,Vif-A3G inh
CC1=C(C(=O)Nc2ccccc2C)C(c2ccc(C)o2)N2C(=O)CSC2=N1 (centres undefined),-4%,-4,17,1.6%,6,2,-5%,-10,1%
COc1ccc2c(c1)c1ccccc1n2C,-9%,-2,5,0.1%,0,27,-18%,-7,-9%
O=C(/C=C/c1ccco1)NCC(=O)N/N=C/c1ccccc1[N+](=O)[O-],0%,1,·,0.0%,-2,5,1%,8,-2%
Cc1cc(S(=O)(=O)N2CCN(CC(=O)NC(C)(C#N)C3CC3)CC2)ccc1Br (centres undefined),-4%,1,0,1.9%,0,-24,-8%,0,1%
CC(=O)Nc1ccc(S(=O)(=O)N(Cc2ccco2)CC2CCCO2)cc1 (centres undefined),-3%,5,3,0.8%,-4,8,0%,·,2%
CCCCc1cc2c(cn1)=C(OC(=O)c1cnc3ccccc3n1)C(C)(OC(=O)CC)C(=O)C=2 (centres undefined),1%,5,-5,0.0%,2,32,0%,·,-6%
CCOC(CCn1c(SCc2ccc([N+](=O)[O-])cc2)nc2ccccc2c1=O)OCC,0%,11,-1,4.7%,22,-14,9%,-3,-5%
CCOc1ccccc1C(=O)N[C@H](C(=O)OCC(=O)Nc1nnc(-c2ccccc2)o1)C(C)C,-3%,·,·,·,·,·,-4%,2,1%
CCCCc1nc2cc(C(=O)N3CCCCC3CCNC(C)=O)ccc2o1 (centres undefined),0%,2,8,-0.9%,-7,1,3%,15,3%
CCN(C(=O)C(=O)Nc1ccc2nc3n(c(=O)c2c1)CCCCC3)c1ccc(F)cc1,-3%,1,10,2.5%,2,-39*,0%,6,2%
O=c1ccnc(SCc2ccccc2Cl)[nH]1,-1%,-2,4,-1.6%,0,-12,-7%,5,0%
Cc1ccc(Cn2c(NC(=O)c3ccco3)nc3ccccc32)cc1,-6%,5,-3,9.3%,5,-12,7%,-7,-1%

# Arranged by number of heavy atoms (rising): 3 of the compounds above.
SMILES,GRP78 ERSR act,D1 agonist,D2 potentiator,RXFP1 ag,D1 PAM,D1 antag,Vif-APOBEC3F blk,RXFP1 antag,Vif-A3G inh
O=c1ccnc(SCc2ccccc2Cl)[nH]1,-1%,-2,4,-1.6%,0,-12,-7%,5,0%
CC(=O)Nc1ccc(S(=O)(=O)N(Cc2ccco2)CC2CCCO2)cc1 (centres undefined),-3%,5,3,0.8%,-4,8,0%,·,2%
CCCCc1cc2c(cn1)=C(OC(=O)c1cnc3ccccc3n1)C(C)(OC(=O)CC)C(=O)C=2 (centres undefined),1%,5,-5,0.0%,2,32,0%,·,-6%

# Three compounds from above, showing only D1 antag, D2 potentiator and Vif-APOBEC3F blk:
mol,D1 antag,D2 potentiator,Vif-APOBEC3F blk
O=C(/C=C/c1ccco1)NCC(=O)N/N=C/c1ccccc1[N+](=O)[O-],5,·,1%
CC1=C(C(=O)Nc2ccccc2C)C(c2ccc(C)o2)N2C(=O)CSC2=N1 (centres undefined),2,17,-5%
Cc1ccc(Cn2c(NC(=O)c3ccco3)nc3ccccc32)cc1,-12,-3,7%

# The results go on:
SMILES,GRP78 ERSR act,D1 agonist,D2 potentiator,RXFP1 ag,D1 PAM,D1 antag,Vif-APOBEC3F blk,RXFP1 antag,Vif-A3G inh
O=C(NCc1cc(Br)cc(Br)c1OC(=O)c1ccccc1[N+](=O)[O-])c1ccccc1,-2%,6,5,0.4%,5,-6,-2%,-12,-3%
CC(=O)c1c(C)[nH]c(C(=O)NCCc2cccc(C)c2)c1C,-4%,4,-6,-0.4%,-10,-10,3%,0,6%
O=C(COC(=O)c1n[nH]c2ccccc12)NCCc1ccccc1,3%,·,·,·,·,·,-3%,2,2%
Cc1ccc(S(=O)(=O)/N=c2\ccc(Cl)cn2C(F)F)cc1,1%,4,6,2.4%,2,4,5%,0,-1%
O=C(OCn1nnc2ccccc2c1=O)c1ccc2c(=O)n3c(nc2c1)CCC3,1%,0,6,5.5%,2,4,-8%,-7,2%
O=C(COC(=O)c1ccc(NS(=O)(=O)c2cccs2)cc1O)NCc1ccccc1,2%,5,12,-1.1%,-4,4,-8%,-19,?
CN(C)/C=C1/C(=O)N(c2ccc([N+](=O)[O-])cc2)N=C1c1ccccc1,·,12,13,1.1%,-3,-8,·,·,·
COc1ccccc1C(=O)NNC(=O)CCC(=O)NCc1ccccc1,-4%,0,1,-3.0%,4,14,2%,-13,1%
COc1cc(-c2ccc(NC(=O)NC3CC3)c(OC)c2)ccc1NC(=O)NC1CC1,·,0,12,-0.1%,-4,-1,·,·,·
O=C(Cn1cc(C(F)(F)F)ccc1=O)N/N=C/c1ccc(F)cc1,2%,2,2,0.3%,-7,-16,6%,-16,-1%
COc1cc(C(CC(=O)Nc2cccc(C)n2)N2Cc3ccccc3C2=O)cc(OC)c1OC (centres undefined),-3%,0,12,-3.5%,-8,-2,1%,-11,-1%
O=C(OCCCN1CCOCC1)c1ccc(O)c(O)c1,6%,2,-3,0.8%,-2,-12,-5%,-2,0%

# One compound at a time, from the list above. Order of screens: GRP78 ERSR act | D1 agonist | D2 potentiator | RXFP1 ag | D1 PAM | D1 antag | Vif-APOBEC3F blk | RXFP1 antag | Vif-A3G inh
# Record of `COc1ccccc1C(=O)NNC(=O)CCC(=O)NCc1ccccc1` = -4% | 0 | 1 | -3.0% | 4 | 14 | 2% | -13 | 1%
# Record of `O=C(NCc1cc(Br)cc(Br)c1OC(=O)c1ccccc1[N+](=O)[O-])c1ccccc1` = -2% | 6 | 5 | 0.4% | 5 | -6 | -2% | -12 | -3%

# Reprinted at random: 2 compounds from above
SMILES,GRP78 ERSR act,D1 agonist,D2 potentiator,RXFP1 ag,D1 PAM,D1 antag,Vif-APOBEC3F blk,RXFP1 antag,Vif-A3G inh
CN(C)/C=C1/C(=O)N(c2ccc([N+](=O)[O-])cc2)N=C1c1ccccc1,·,12,13,1.1%,-3,-8,·,·,·
O=C(Cn1cc(C(F)(F)F)ccc1=O)N/N=C/c1ccc(F)cc1,2%,2,2,0.3%,-7,-16,6%,-16,-1%

# Continued.
SMILES,GRP78 ERSR act,D1 agonist,D2 potentiator,RXFP1 ag,D1 PAM,D1 antag,Vif-APOBEC3F blk,RXFP1 antag,Vif-A3G inh
Cc1ccc(N2C(=O)C3C4C=CC(CC4)C3C2=O)cc1Cl (centres undefined),-2%,-3,-8,0.4%,8,1,-16%,11,0%
CC(=O)c1ccc(-c2ccc(C(=O)N3CCCc4ccccc43)o2)cc1,3%,3,·,1.5%,-5,-17,0%,-26,-26%
C=CC#CC[N+]1(CC#Cc2ccccc2)CCOCC1,-3%,2,·,-1.1%,-6,29,-26%,-4,-1%
COc1ccc([C@]23Cc4ccccc4C(O2)C2=C(CC(C)(C)CC2=O)O3)cc1,·,0,·,4.3%[11.5 µM],1,-2,·,·,·
Cc1cc(-n2c(C)cc(C(=O)COc3cc(F)ccc3[N+](=O)[O-])c2C)no1,-1%,3,15,4.0%,-1,1,3%,6,-2%
CC(=O)c1cccc(NC(=O)NCc2cccs2)c1,-1%,3,-1,4.0%,0,-6,-12%,14,1%
COc1ccc(-c2cn(CCC(=O)O)c(-c3ccncc3)n2)cc1,-2%,-1,-7,-0.6%,-2,22,0%,·,2%
COc1ccc(NC(=O)[C@H](C)NC(=O)C2CCN(S(=O)(=O)c3ccc(C)cc3)CC2)cc1,-6%,0,3,2.1%,-2,9,-10%,9,0%
COC(=O)c1sccc1NC(=O)/C=C/c1c(Cl)cccc1Cl,-1%,-2,-3,-0.2%,2,-9,-11%,-13,-2%
O=C(NCc1cn(-c2ccccc2)nc1-c1ccccc1)c1cccc([N+](=O)[O-])c1,2%,2,-5,0.8%,-10,-33*,2%,8,0%
COc1ccc(CC(=O)N2CC3(C)CC2CC(C)(C)C3)cc1 (centres undefined),-2%,0,-3,-0.3%,2,-15,1%,0,1%
COc1ccc([N+](=O)[O-])cc1NC(=O)Cc1ccc(Cl)cc1,-4%,4,-8,-0.4%,-7,6,-7%,22,2%
CCCCNC(=O)CCn1nc(-c2ccccc2)ccc1=O,-5%,0,-9,-0.6%,-2,3,9%,-10,-2%
COc1cccc(C(C(=O)NC2CCCC2)N(Cc2ccco2)C(=O)c2ccco2)c1OC (centres undefined),-5%,0,8,0.3%,-5,-37*,-9%,15,0%
C/C(=C\c1ccc(N)cc1)c1nc2ccccc2[nH]1,2%,-1,10,0.6%,-6,2,0%,8,0%
N#Cc1ccc(C[C@H](C(=O)O)N2C(=O)c3ccc(C(=O)O)cc3C2=O)cc1,·,3,·,0.5%,-7,13,·,·,·
O=C(NC(=S)Nc1ccc2[nH]c(=O)[nH]c2c1)c1cc(Br)ccc1Cl,0%,7,-2,-1.0%,-2,-4,-7%,2,-3%
COc1ccc(OCC(=O)NCCCNC(=O)COc2ccc(OC)cc2)cc1,0%,7,12,-1.1%,3,-10,1%,-2,1%
COc1ccc(CCNC(=O)CN2CCN(c3cccc(C(F)(F)F)c3)CC2)cc1,-4%,0,-4,0.5%,-7,1,3%,-5,-3%
COc1ccc(Cn2c(=O)n(-c3ccccc3C)c(=O)c3c4c(sc32)CN(C(C)=O)CC4)cc1,21%,0,20,-1.4%,1,4,-11%,·,-15%
NC(=O)C1CCN(C(=O)CSc2ccsc2[N+](=O)[O-])CC1,-2%,4,11,1.3%,8,-3,-13%,-2,2%
CC1=C(C(=O)N(C)C)CC(CC(=O)NC2CC2)C(=O)N1Cc1ccccc1 (centres undefined),-3%,·,·,·,·,·,0%,12,1%
CC(Oc1cccc(Cl)c1)C(=O)N1CCN(c2ncccn2)CC1 (centres undefined),-4%,1,1,-0.1%,-4,-1,0%,5,1%

# Screening results as filed in PubChem BioAssay.
